Screens (PubChem BioAssay)
Dicer inh: human Dicer pre-microRNA cleavage inhibition; z-score at 25 µM; actives 6% (n = 47,000); AID 1347074; Q9UPY3; cat-ELCCA pre-miR-21 Dicer processing, chemiluminescence; active compounds read high; in the data active means z-score above about 3, passing the limit was not always enough;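 further: plate controls were vehicle for no effect and no enzyme for full effect; higher signal means more uncleaved substrate so more Dicer inhibition; strong numbers were not always called active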
Starred values were filed as active, the others as inactive. A portion of the library; count on the stated rates, not on these rows.

SMILES	Dicer inh
C=CCOc1ccc(C2c3c(oc4ccccc4c3=O)C(=O)N2CCCN2CCOCC2)cc1 (stereo not drawn)	0.16
Cc1cc(OC(C)C(=O)N(Cc2cccs2)C2CCS(=O)(=O)C2)cc(C)c1Cl (stereo not drawn)	1.5
COc1ccc(-c2nc(C#N)c(NCCN3CCOCC3)o2)cc1	0.37
CCOc1ccc2nc(NC3=NCN(Cc4ccco4)CN3)nc(C)c2c1	-1.1
c1ccc(CSc2nnc([C@@H]3CCCN3)o2)cc1	0.78
Cn1cc(Br)c(NC(=O)c2cc(C(F)(F)F)cc(C(F)(F)F)c2)n1	-0.35
CCO/C=C(\C#N)S(=O)(=O)C(C)C	-0.74
CC1(C)CC(=O)c2cnc(N3CCN(Cc4ccc5c(c4)OCO5)CC3)nc2C1	1.1
Cc1ccn2c(-c3csc(Nc4ccc(N(C)C)cc4)n3)c(C)nc2c1	5.5*
O=C1C(=O)N(CCCN2CCOCC2)C(c2cccnc2)/C1=C(\O)c1ccc(Br)cc1 (stereo not drawn)	1.9
Cn1cnc(S(=O)(=O)Nc2ccc(N3CCCCC3)cc2)c1	-1.5
CCOC(=O)C1=C(C)N=C2SCCC(=O)N2C1/C=C/c1ccccc1 (stereo not drawn)	-0.4
COCCNc1cc(C)nc2ccccc12	5.5
CCc1ccc(-c2cc(O)cc3sc(=O)oc23)cc1	1.9
CCOC(=O)c1nc(Nc2ccc(OCC(C)C)cc2)c2ccccc2n1	-0.26
O=C(c1ccc2c(c1)C1C3CCC(C3)C1C(c1ccccc1)N2)N1CCOCC1 (stereo not drawn)	0.16
Cc1ccc2nc(SCc3nc(-c4ccc(Cl)cc4)no3)[nH]c2c1	0.21
Cn1c(CNc2nc3ccccc3n2CCN2CCCCC2)nc2ccccc21	-0.42
COc1cc2c(cc1OC)C(C)=NCC2	-0.27
Cc1onc(-c2ccccc2)c1-c1nc(CSc2ccc(C(F)(F)F)cn2)no1	-0.43
CC(C)NC(=O)NNc1cc(N(C)C)c(C#N)c(N(C)C)n1	-3
Cc1ccc(-c2nn(C)c(=O)c3ccccc23)cc1S(=O)(=O)NC(C)c1ccccc1 (stereo not drawn)	-0.9
CC1=C(C(=O)Nc2cccc(F)c2)C(c2ccccn2)C2=C(CC(C)(C)CC2=O)N1 (stereo not drawn)	2.2
Cn1cnnc1SCCC(=O)Nc1ccccc1	-0.17
Nc1nc(-c2ccncc2)nc2sc3c(c12)CCCCC3	4.1*
CCN(CC)C(=O)Cn1cnc2c1c(=O)n(C)c(=O)n2C	1.1
CC(C)(C)c1cc(NC(=S)NC(=O)c2ccccc2)n[nH]1	0
CC(C)c1ccc(C2NC(=O)c3c(sc4c3CCN(C)C4)N2)cc1 (stereo not drawn)	-0.47
Cn1c(-c2ccc3c(c2)OCO3)cn2cc(-c3cccc(Br)c3)nc12	0.75
Cc1cccc(N2CCc3c2nc2ccc(Br)cc2c3N)c1	-0.53
O=C1c2ccccc2-c2onc3c(N4CCN(c5ccccc5)CC4)ccc1c23	-0.79
O=C1NN=CC1CCCNC(=S)Nc1cccc(C(F)(F)F)c1 (stereo not drawn)	-0.37
NC(=O)c1cccnc1Oc1ccc(Cl)cc1Cl	0.51
Clc1cc(Cl)cc(-c2nnnn2Cc2ccccc2)c1	1.6
Oc1ccccc1OCc1nc2ccccc2s1	-0.14
Cc1ccc(-n2nnnc2SCC(=O)C(C)(C)C)c(C)c1	2
CC[C@H](C)[C@H]1O[C@]2(CC[C@@H]1C)C[C@@H]1C[C@@H](C/C=C(\C)[C@@H](O[C@H]3C[C@H](OC)[C@@H](O[C@H]4C[C@H](OC)[C@@H](O)[C@H](C)O4)[C@H](C)O3)[C@@H](C)/C=C/C=C3\CO[C@@H]4[C@H](O)C(C)=C[C@@H](C(=O)O1)[C@]34O)O2	0.48
O=C1COCC(=O)N1c1ccc2c(c1)OCO2	3*
NC(=Nc1ccc(Cl)c(Cl)c1)c1ccccc1	0.06
Nc1ccccc1SC1CC(=O)N(c2ccc(Br)cc2)C1=O (stereo not drawn)	0.08

A draw from above in order of formula weight, ascending.
SMILES	Dicer inh
CCN(CC)C(=O)Cn1cnc2c1c(=O)n(C)c(=O)n2C	1.1
CC(C)NC(=O)NNc1cc(N(C)C)c(C#N)c(N(C)C)n1	-3
CC[C@H](C)[C@H]1O[C@]2(CC[C@@H]1C)C[C@@H]1C[C@@H](C/C=C(\C)[C@@H](O[C@H]3C[C@H](OC)[C@@H](O[C@H]4C[C@H](OC)[C@@H](O)[C@H](C)O4)[C@H](C)O3)[C@@H](C)/C=C/C=C3\CO[C@@H]4[C@H](O)C(C)=C[C@@H](C(=O)O1)[C@]34O)O2	0.48

(more compounds)
SMILES	Dicer inh
Cc1ccc(C(C)C)c(OCc2nnc3c4cnn(Cc5ccccc5)c4ncn23)c1	0.43
O=S(=O)(NCCSCc1ccco1)c1cc(S(=O)(=O)c2ccccc2)cs1	0.93
COc1ccccc1CN1CCN(Cc2c[nH]c3ccccc23)CC1	2
CN(C)c1nc2c(c(=O)n(C)c(=O)n2C)n1CC(O)COc1ccccc1 (stereo not drawn)	-1.4
COC(=O)c1ccc(S(=O)(=O)NNC(=O)c2c(O)c3sccc3[nH]c2=O)n1C	-0.77
CN1C(=O)c2ccccc2S12OC(=O)c1cccc3cccc2c13 (stereo not drawn)	-1.7
N#CCC(=O)NNC(=S)Nc1ccccc1	-1.2
O=C1/C(=C\c2cccc3ccccc23)SC(=S)N1CCc1ccc(Cl)cc1	0.27
CC1CN(c2ccc3nnc(-c4ccc(C(F)(F)F)cc4)n3n2)CC(C)O1 (stereo not drawn)	-0.75
CCOC(=O)C(=O)c1csc(NC(=O)c2ccco2)n1	0
O=C1CC(c2nc3ccccc3n2CCc2ccccc2)CN1c1ccccc1 (stereo not drawn)	4.3*
CCCC(=O)Oc1ccc(NC2=NS(=O)(=O)c3ccccc32)cc1	1.4
COc1ccc(-c2cnc3cc(C)nn3c2N)cc1	0.23
COc1ccc(S(=O)(=O)O/N=C(\C)c2ccc(F)c(F)c2)cc1OC	-0.66
c1cncc(Nc2nnc(-c3cccc4ccccc34)o2)c1	0.67
O=C(O)Cc1csc(NC(=O)c2ccccc2Cl)n1	0.5
CCN(CC)c1cc(Cl)cc(Cl)c1	-0.94
CCOc1cc(Br)c(C2C(C(=O)OC)=C(C)NC3=C2C(=O)c2ccccc23)cc1OC (stereo not drawn)	1.4
CCSc1nccc(-c2ccc3c(c2)CCC(C)(C)O3)n1	1.7
O=C(NCC(O)c1ccccc1)Nc1cccs1 (stereo not drawn)	-0.45
CSc1scc2c1-c1nc(SCc3ccc(Cl)cc3)ncc1CC2	14
COC(=O)COc1c(C)cc(-c2nn(C)c(=O)c3ccccc23)cc1C	-1.2
O=C(Nc1nnc(-c2ccc(F)cc2)s1)c1ccc(F)cc1	1.1
O=C1NC(=S)S/C1=C/c1ccc(Sc2ccc(Cl)cc2)c([N+](=O)[O-])c1	5.2*
Cc1nc2c(cnn2-c2ccccc2)c(=O)n1-c1cccc2ccccc12	3.2*
CCc1ccc(C2C3=C(CCCC3=O)Nc3c(-c4ccccc4)c(C)nn32)cc1 (stereo not drawn)	-0.56
CS(=O)(=O)c1noc(-c2ccc(Cl)cc2)c1C#N	-1.9
Cn1c(=O)c2c(ncn2Cc2nnc(-c3ccccc3)o2)n(C)c1=O	-1.5
CC(=O)N1CCC(=O)N(Cc2ccccc2)c2ccccc21	-0.85
C/C(=N\OCc1cccc(C(=O)O)c1)c1ccc(Cl)cc1	1.9
Cc1nc(C)c(Oc2ccc(Cl)cc2Cl)c(NCc2ccccc2)n1	-1.9
O=C(NC(=S)Nc1ccc2c(c1)CCC2)c1ccccc1	-4
NCC1OC(O[C@@H]2[C@H](O)C(OC3C(O)C(N)CC(N)C3OC3OC(CO)C(O)C(O)C3N)O[C@@H]2CO)C(N)C(O)C1O (stereo partly drawn)	-1.2
CCC1=C/C(=C\c2ccc3c(c2)OCO3)C(=O)S1	-0.91
COc1ccc2oc(C(O)c3c(C)oc4ccc(OC)cc34)cc2c1 (stereo not drawn)	1.1
O=C1C2CCCCC2C(=O)N1CC(=O)N1CCc2ccccc21 (stereo not drawn)	0.91
Cc1c(Cc2ccccc2)c(=O)oc2cc(OS(C)(=O)=O)ccc12	-0.99
CC1=C(C(=O)OC2CCCCC2)C(c2cccc(O)c2)C2=C(CC(C)(C)CC2=O)N1 (stereo not drawn)	-0.1
COC(CN(C)c1ncnc2sccc12)OC	-0.56
O=C(CN1CCc2ccccc21)N1CCc2ccccc21	0.26
CC1CC(=O)c2cnc3[nH]n(-c4ccccc4)c(=O)c3c2C1 (stereo not drawn)	1.1
COc1ccc2c(=O)c(Oc3ccccc3)c(C(F)(F)F)oc2c1C	1.4
N#Cc1c(-c2ccc(Cl)cc2)csc1S(=O)(=O)C1CCCCC1	-2.4
Cc1ccc2c(c1)sc1ncc(NC(=O)c3ccccc3)c(=O)n12	-1.5
Cc1ccc(C2Nc3ccccc3NC3=C2C(=O)CC(C)(C)C3)c(O)c1 (stereo not drawn)	1.3
N#CC1=C(SCC(N)=O)NC(=O)CC1c1ccc(F)cc1 (stereo not drawn)	0.81
COc1cc(CNC(C)(C)CO)cc(Br)c1OCc1ccc(F)cc1	-0.57
COc1cccc(N2C(=O)c3cccc4cccc(c34)C2=O)c1	0
COc1ccc(NC(=S)NC(=O)c2ccccc2)c([N+](=O)[O-])c1	-0.33
CN(C)c1ccc(-c2nnc3n2N=C(c2ccc(Br)cc2)CS3)cc1	1.5
C=CCOC(=O)C1=C(C)N=C2SCCC(=O)N2C1c1ccccc1F (stereo not drawn)	-1.4
CN1c2ccccc2C(=O)CS1(=O)=O	1
O=c1sc2ccccc2n1CCCOc1ccccc1Cl	0.52
CN1CCN(c2nnc(-c3ccccc3)c(-c3ccccc3)n2)CC1	-0.73
CCOC(=O)C(NC(=O)c1ccccc1Cl)(Nc1ccc(C)cn1)C(F)(F)F (stereo not drawn)	3*
CCN1/C(=C/C(C)=O)Sc2ccc(OC)cc21	-2.4
COc1ccc(C(C)=O)c(OCc2ccccc2)c1	-0.82
CC(C)C(=O)N(c1ccc2oc(=O)sc2c1)S(=O)(=O)c1ccc(Cl)cc1	25
COc1ccccc1N1CCN(S(=O)(=O)c2cccc3ccccc23)CC1	3.3*
CCCCNc1cc(=O)n(C)c(=O)n1C	0.7

Filtered by structure: the compounds so far containing a nitro group on carbon
SMILES	Dicer inh
O=C1NC(=S)S/C1=C/c1ccc(Sc2ccc(Cl)cc2)c([N+](=O)[O-])c1	5.2*
COc1ccc(NC(=S)NC(=O)c2ccccc2)c([N+](=O)[O-])c1	-0.33

Continued:
SMILES	Dicer inh
C/C(=N\Nc1ncn[nH]1)c1ccc(Cl)c(Cl)c1	0.68
CCCCCNc1ncnc2c1sc1nc(N3CCOCC3)c3c(c12)CC(C)(C)OC3	1.6
Cc1cc(N2C(=O)CSC2c2cccnc2)no1 (stereo not drawn)	1
CC1CCCC(C)N1C(=O)C1Sc2nnc(-c3ccccc3)n2NC1c1ccc(F)cc1 (stereo not drawn)	-1.5
Oc1ccccc1C1=NN2C(C1)c1cc(Br)ccc1OC2c1ccncc1 (stereo not drawn)	13*
CN(C)S(=O)(=O)c1ccc(/C(O)=C2\C(=O)C(=O)N(CCN3CCOCC3)C2c2ccco2)cc1 (stereo not drawn)	1.4
Cc1ccc([N+](=O)[O-])c(-c2n[nH]c(=S)n2-c2cccc(Cl)c2)c1	2.7
CCOC(=O)C(=CNc1cc(C(=O)OC)ccc1C)C(=O)OCC	-0.45
CN(C)c1ccncc1C(=O)Nc1ccc(F)cc1F	0.75
NC1CCN(O)C1=O (stereo not drawn)	0.99
N#C/C(=C\Nc1ccc(F)c(Cl)c1)C(=O)C1CC1	-0.73
Cc1c(Br)c([N+](=O)[O-])nn1CC(=O)NCCCN1CCOCC1	-0.49
O=C1C2ON(c3ccccc3)C(c3ccco3)C2C(=O)N1c1ccc(Br)cc1 (stereo not drawn)	0.66
Cc1nc(N2CCOCC2)[nH]c(=O)c1Cc1c(F)cccc1Cl	0.04
Cc1onc(-c2ccccc2Cl)c1C(=O)N1CCOC(c2ccccc2)C1C (stereo not drawn)	-0.25
COc1ccc(-c2cc3ncc(C(=O)c4cc(C)ccc4O)cn3n2)cc1	-0.28
CCNC(=S)N1N=C2c3ccccc3CCC2C1c1ccc(F)cc1 (stereo not drawn)	20
C=CCc1c(C)nc(-c2ccc(F)c(Cl)c2)[nH]c1=O	0.77
S=C(N/N=C/c1ccccc1Cl)NC1CC2C=CC1C2 (stereo not drawn)	-0.39
O=c1c2cc(-c3ccccc3)sc2[nH]c(=S)n1-c1ccccc1	4.1*

Molecules listed so far containing an aryl thioether with sulfur outside any ring (nine):
SMILES	Dicer inh
c1ccc(CSc2nnc([C@@H]3CCCN3)o2)cc1	0.78
Cc1ccc2nc(SCc3nc(-c4ccc(Cl)cc4)no3)[nH]c2c1	0.21
Cc1onc(-c2ccccc2)c1-c1nc(CSc2ccc(C(F)(F)F)cn2)no1	-0.43
Cn1cnnc1SCCC(=O)Nc1ccccc1	-0.17
Cc1ccc(-n2nnnc2SCC(=O)C(C)(C)C)c(C)c1	2
Nc1ccccc1SC1CC(=O)N(c2ccc(Br)cc2)C1=O (stereo not drawn)	0.08
CCSc1nccc(-c2ccc3c(c2)CCC(C)(C)O3)n1	1.7
CSc1scc2c1-c1nc(SCc3ccc(Cl)cc3)ncc1CC2	14
O=C1NC(=S)S/C1=C/c1ccc(Sc2ccc(Cl)cc2)c([N+](=O)[O-])c1	5.2*

Additional compounds.
SMILES	Dicer inh
CC(=O)Nc1cc(Sc2ccc(Cl)cc2)c(F)cc1[N+](=O)[O-]	-0.83
CCOc1ccc2[nH]c(C)c(CN3CCOCC3)c(=O)c2c1	0.37
C=CCn1c(SCC(=O)NNC(=S)Nc2ccccc2)nnc1-c1ccccc1	-1.6
Cc1nn(C)c(C)c1Nc1n[nH]c(N)n1	0.4
O=C(O)CCn1nc(-c2ccc(F)cc2)ccc1=O	-0.17
CCOC(=O)C(NC(=O)c1cccc(Cl)c1)(Nc1ccccc1C(F)(F)F)C(F)(F)F (stereo not drawn)	-0.36
Cc1cc(=O)oc2c3c4c(cc12)CCCN4CCC3	-0.04
COC(=O)c1c(NC(C)=O)csc1C	1.4
Cc1ccccc1S(=O)c1ccccc1C(=O)O (stereo not drawn)	-0.29
COc1ccc(OC)c(C2C3=C(CC(C)(C)CC3=O)NC3=C2C(=O)c2ccccc23)c1 (stereo not drawn)	0.33
COCCCn1c2c(c(=O)[nH]c1=O)C(c1ccc(C)cc1)C1=C(N2)c2ccccc2C1=O (stereo not drawn)	-2.7
